Compound activity as filed in PubChem.
DAX1 inh-1 – DAX1 (NR0B1) inhibitors on StAR promoter, primary screen, cell-based, luminescence, SF-1 (NR5A1), full-length DAX-1. AID 652010, 2013. inhibition, % at 6.8 µM. HEK293T StAR-luciferase reporter, SF-1/DAX-1 repression relief. 370,000 compounds, 1.1% hits;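 active means inhibition above the mean over all tested compounds plus 3 SD, cut at about 3.6% in these data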;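 further: 0% = DAX-1 cells with DMSO and 100% = cells lacking DAX-1 with DMSO; higher inhibition means more luminescence from relief of DAX-1 repression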
ADAM17 inh – ADAM17 inhibitors, primary screen, biochemical, QFRET. Disintegrin and metalloproteinase domain-containing protein 17 (Homo sapiens), P78536. recombinant ADAM17, EDANS/DABCYL FRET peptide cleavage. inhibition, % at 6.95 µM. 370,000 compounds, 0.83% hits. AID 720648, 2013;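 active means inhibition above the mean of compounds lying between control limits plus 3 SD, set per campaign, cut at about 8.5% in these data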;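 further: 0% = DMSO-only wells as the low control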
Target sequence (P78536 215-824 limits assumed): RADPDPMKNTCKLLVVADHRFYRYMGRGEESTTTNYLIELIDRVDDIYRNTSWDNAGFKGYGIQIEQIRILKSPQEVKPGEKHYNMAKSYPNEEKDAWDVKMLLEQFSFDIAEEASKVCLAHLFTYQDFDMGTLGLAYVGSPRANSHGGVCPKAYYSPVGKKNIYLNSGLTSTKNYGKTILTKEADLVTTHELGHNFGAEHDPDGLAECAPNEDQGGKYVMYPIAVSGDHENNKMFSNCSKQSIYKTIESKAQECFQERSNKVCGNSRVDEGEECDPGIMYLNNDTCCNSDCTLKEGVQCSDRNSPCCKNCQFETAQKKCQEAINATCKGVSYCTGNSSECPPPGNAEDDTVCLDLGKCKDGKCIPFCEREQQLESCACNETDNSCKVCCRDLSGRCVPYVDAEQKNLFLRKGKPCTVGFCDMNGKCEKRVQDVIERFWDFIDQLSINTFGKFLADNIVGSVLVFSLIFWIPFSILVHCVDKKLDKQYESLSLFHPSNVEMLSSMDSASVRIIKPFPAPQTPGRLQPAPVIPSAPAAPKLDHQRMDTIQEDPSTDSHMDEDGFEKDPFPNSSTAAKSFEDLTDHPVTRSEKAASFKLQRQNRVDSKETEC
GAA850 FXN act – FXN promoter activators, primary screen, cell-based, luciferase luminescence, HEK293 lucGAA850; HEK293 lucGAA850 FXN promoter luciferase reporter, 24 h; percent of 10 µM SAHA response; activation, % at 6 µM; 360,000 compounds, 0.56% hits;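 active means activation above the average of all compounds screened plus 3 SD, cutoff fixed separately per campaign, cut at about 7.5% in these data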;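 further: 0% = DMSO wells and 100% = 10 µM SAHA wells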
DAX1 inh-2 – DAX1 (NR0B1) inhibitors, primary screen, cell-based, HEK293, Gal4-DAX1, luciferase luminescence; 340,000 compounds, 0.99% hits; AID 504766, 2011; HEK293 Gal4-DAX1 luciferase reporter; Nuclear receptor subfamily 0 group B member 1 (Homo sapiens), P51843; inhibition, % at 6.75 µM;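 active means inhibition above the mean over all tested compounds plus 3 SD, cut at about 4.2% in these data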;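 further: 0% = DAX1-transfected cells with DMSO and 100% = empty-vector control cells with DMSO; inhibition shows as a rise in luminescence from relieved DAX1 repression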
hgDAF-12 ag – H. glycines DAF-12 receptor agonists, primary screen, cell-based, luminescence, HEK293, GAL4 fusion, UAS-luciferase; Nuclear hormone receptor DAF-12 (Heterodera glycines), GAL4 fusion; HEK293 GAL4-hgDAF12 UAS-luciferase reporter, agonist luminescence; normalized to butyrate control; activation, % at 6.8 µM; 370,000 compounds, 1.8% hits; AID 687014, 2013;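 active means activation above a cutoff set at the mean of all screened compounds plus 3 SD, cut at about 10% in these data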;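 further: 0% = DMSO wells and 100% = sodium butyrate wells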
NPR1 activator – GC-A stimulated cGMP production enhancers – HEK293 GC-A cells, cGMP TR-FRET, EC30 ANP, primary screen; Atrial natriuretic peptide receptor 1 (Homo sapiens), P16066; 0% at EC30 ANP, 100% saturating ANP; activation, % at 10 µM; 370,000 compounds, 0.14% hits; in the data active means activation above about 40%
PG9 binder – binders of HIV-1 gp120 antibody PG9, primary screen, biochemical, TR-FRET. AID 624416, 2012. inhibition, % at 6.7 µM. TR-FRET gp120-PG9 antibody binding. HIV-1 gp120 / PG9 antibody interaction. 360,000 compounds, 0.43% hits; in the data active means inhibition above about 8.5%
hcDAF-12 act – H. contortus DAF-12 nuclear receptor activators, primary screen, cell-based, luminescence, HEK293, lit1-tk-luc reporter; HEK293 hcDAF-12 lit1-tk-luc reporter; 0% DMSO, 100% Δ7-dafachronic acid; AID 652067, 2013; 370,000 compounds, 1.4% hits; activation, % at 6.8 µM;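 active means activation above the mean of all tested compounds plus 3 SD, cut at about 5.5% in these data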;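 further: 100% = response to 3 µM Δ7-dafachronic acid high control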
ssDAF12 agonist – S. stercoralis DAF-12 nuclear receptor activators, primary screen, cell-based, luminescence, HEK293, GRIP1 co-expression, lit1-tk-luc; Nuclear hormone receptor DAF-12 (Strongyloides stercoralis); HEK293 ssDAF-12/GRIP1 lit1-tk-luc reporter; % of 3 µM dafachronic acid response; activation, % at 6.8 µM; 370,000 compounds, 1% hits; AID 652126, 2013;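 active means activation above the mean over all tested compounds plus 3 SD, cut at about 0.9% in these data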;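 further: 0% = DMSO-only wells and 100% = 3 µM delta7-dafachronic acid wells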
ADAM10 inh – human ADAM10 inhibitors, primary screen, biochemical, QFRET, HTS; recombinant ADAM10, EDANS/DABCYL FRET peptide cleavage, 3 h; 370,000 compounds, 0.62% hits; Disintegrin and metalloproteinase domain-containing protein 10 (Homo sapiens), O14672; inhibition, % at 7 µM;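 active means inhibition above a per-campaign cutoff equal to the mean of compounds falling between control-based bounds plus 3 SD, cut at about 20% in these data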;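 further: 0% = DMSO wells while the 100% control is not disclosed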
Target sequence (O14672 214-748 limits assumed): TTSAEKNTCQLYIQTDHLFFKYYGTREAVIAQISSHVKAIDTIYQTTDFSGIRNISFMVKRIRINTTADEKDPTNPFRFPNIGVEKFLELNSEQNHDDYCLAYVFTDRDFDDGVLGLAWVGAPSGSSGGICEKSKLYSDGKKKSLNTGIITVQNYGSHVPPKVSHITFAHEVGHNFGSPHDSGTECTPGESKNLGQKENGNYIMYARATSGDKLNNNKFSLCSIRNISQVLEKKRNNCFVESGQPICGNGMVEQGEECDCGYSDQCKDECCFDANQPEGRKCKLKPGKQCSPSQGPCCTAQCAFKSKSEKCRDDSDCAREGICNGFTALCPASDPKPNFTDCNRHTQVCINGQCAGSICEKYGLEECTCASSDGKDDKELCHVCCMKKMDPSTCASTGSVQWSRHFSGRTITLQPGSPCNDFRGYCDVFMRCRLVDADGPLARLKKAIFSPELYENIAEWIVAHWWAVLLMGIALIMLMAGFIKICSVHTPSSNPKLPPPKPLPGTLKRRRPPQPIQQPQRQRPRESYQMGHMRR
SMARCA2 activ – SMARCA2 (BRM) function activators, primary screen, cell-based, luminescence, high throughput. 370,000 compounds, 1% hits. MG213 cells, MMTV-luciferase reporter, dexamethasone, overnight. activation, % at 9.1 µM; in the data active means activation above about 7.8%;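 further: 0% = vehicle wells and 100% = reference activator wells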
Active calls of the source: *; i = inactive; . = no result given.

SMILES	DAX1 inh-1	ADAM17 inh	GAA850 FXN act	DAX1 inh-2	hgDAF-12 ag	NPR1 activator	PG9 binder	hcDAF-12 act	ssDAF12 agonist	ADAM10 inh	SMARCA2 activ
O=S(=O)(NCC1CCN(S(=O)(=O)c2ccccc2)CC1)c1ccccc1	-0.3	-4	1.3	-1.5	-1.7	2	0.3	-0.7	-0.8	4	1
c1ccc(-c2cccs2)nc1	0.1	1	1.5	1.1	1.5	-1	-0.3	-0.8	-0.1	2	-2
Cc1cc(=O)oc(C)c1C(=O)NCCC(C)C	-0.6	1	0.4	0.9	0.7	-2	1.6	0.7	0.1	-6	-3
CN(CC(=O)Nc1c(Cl)cccc1Cl)C(=O)c1cc2ccccc2cc1O	-0.1	-3	1.2	-0.5	0.1	3	1.2	-0.3	-1.6	-13	-1
CCC(C)(C)n1nnnc1C(c1ccncc1)N1CCC(Cc2ccccc2)CC1 (stereo not given)	0.4	1	-1.4	-1.7	1.9	-2	-0.1	-1.1	-0.7	7	3
O=C(Nc1ccccc1C(F)(F)F)c1ccsc1	-0.2	-7	-0.9	0.6	-0.9	1	2.3	0.3	-0.4	-2	-2
Cc1cc(C)c(C)c(S(=O)(=O)Nc2ccc(C(=O)N3CCCC3)cc2)c1C	-2.5	0	-0.3	0.3	-2.8	-1	-3.2	-1.8	-1.3	3	2
C[C@H]1CCC[C@H](O)CC(=O)c2c(O)cc(O)cc2CC(=O)O1	-3.1	-1	.	.	-8.7	2	.	-2.6	-0.5	0	-2
C[C@H]1O[C@@H](O[C@H]2CC[C@@]3(C)C(CC[C@]4(C)C3C=CC3=C5CC(C)(C)CC[C@]5(CO)[C@H](O)C[C@]34C)[C@]2(C)CO)[C@H](O)[C@@H](O[C@@H]2O[C@H](CO)[C@@H](O)[C@H](O)[C@H]2O)[C@H]1O (stereo not given in full)	0.1	0	-0.3	1.0	2.5	2	-0.8	-1.6	-1.0	10	0
COc1ccccc1OCC(=O)NCCNC(=O)COc1ccccc1OC	0.2	1	1.4	-1.3	-1.8	-1	0.0	-0.5	-1.7	3	-1
O=C(CCc1ccccc1)NC1CCCc2ccccc21 (stereo not given)	0.0	3	0.1	0.0	2.4	-1	1.5	-1.9	-0.6	9	-2
COCCn1nnnc1C(c1ccc(O)c(OC)c1)N1CCc2ccccc2C1 (stereo not given)	-0.1	1	-1.4	1.2	-0.7	0	-2.5	0.8	-1.0	-2	-1
OCCC1CN(Cc2cccn2-c2ncccn2)CCN1CCc1ccccc1 (stereo not given)	0.2	-11	-0.2	0.1	0.6	0	0.4	-0.6	-1.4	-15	-4
CCOc1ccc(S(=O)(=O)NC(C)C(=O)NC2CCCC2)cc1 (stereo not given)	-0.2	-1	1.9	0.8	-2.3	-2	0.3	-1.2	-1.1	-7	-3
CCOc1ccccc1NC(=O)CCNC(=O)N1CC(=O)Nc2ccccc21	0.9	-1	1.8	1.3	4.8	3	-1.5	4.9	-0.8	-7	-3
CCOC(=O)C1=C(COC(=O)c2cc(OC)c(OC)c(OC)c2)NC(=O)NC1C (stereo not given)	-1.4	-5	1.8	-1.1	-2.7	3	-1.7	-1.5	-1.2	4	-3
COC(=O)COc1ccc(C2Nc3c(Cl)ccc(C(=O)O)c3C3C=CCC32)cc1 (stereo not given)	0.2	-54	1.1	-0.3	1.6	1	-9.0	0.1	-0.2	-161	-3
O=C(NC1=N[C@@]2(C=C3CCCCC3n3c(=O)n(-c4ccccc4)c(=O)n32)[C@H](Cc2ccccc2)N1Cc1ccccc1)c1ccccc1 (stereo not given in full)	0.0	9.7*	.	.	-1.9	-2	.	-1.9	-1.4	20*	-5
Cc1ccc(-c2c[n+](=O)c3c(n2[O-])CCC3)cc1	0.3	0	-0.9	1.7	-1.0	2	-2.5	3.3	-1.5	-5	-3
O=C(Cc1c[nH]c2ccccc12)Nc1ccc(Nc2cccnc2)c(-c2ccc(-c3ccccc3)cc2F)c1	-1.9	-65	.	.	-1.2	-4	0.4	5.7*	-0.1	-137	-3
Cc1cc(=O)[nH]c2c1c(-c1ccccc1)nn2C	-0.2	-8	1.3	-0.5	2.4	4	2.2	0.6	0.2	6	-5
Nc1c(C2CCCCC2)c(=O)on1C(=O)c1ccccc1	0.2	1	4.0	0.6	0.9	-1	-0.6	-0.5	-0.8	-13	7
O=C(NCCNC(=O)c1cnccn1)c1ccc(Cl)cc1	0.4	-1	0.9	0.5	3.9	-1	0.8	-0.4	-0.9	13	1
O=C(OCCN=C1NS(=O)(=O)c2ccccc21)c1ccco1	0.2	-5	-0.9	-0.6	2.4	-5	-2.7	0.0	-1.2	-3	0
COc1ccc(CCNc2nc(N3CCOCC3)nc(N3CCOCC3)n2)cc1OC	0.3	0	0.0	0.5	-4.0	2	1.1	-2.0	-0.6	0	-7
COc1ccc(CNCC(O)COc2ccc(C(C)(C)c3ccccc3)cc2)cc1 (stereo not given)	0.2	4	3.2	0.2	1.9	-28	-2.7	1.2	-1.1	14	-2
O=c1c2ccccc2nc2n1CCCCC2	0.0	-2	0.4	0.1	2.6	-3	0.5	-3.6	-0.2	-2	-4
CC(=O)C1=C(C)N(CC2CC2)C(=O)N[C@H]1c1ccccc1	-0.3	1	-0.3	-0.6	1.2	-3	1.6	0.7	-1.4	3	-1
CCOc1ccc(S(=O)(=O)N2CCN(C(=O)c3ccccc3Cc3ccccc3)CC2)cc1	0.4	-3	0.1	0.2	-2.2	-10	-1.2	0.5	-1.4	0	3
Cc1ccc(NC(=O)C2CC2c2ccccc2)c([N+](=O)[O-])c1 (stereo not given)	0.6	1	4.1	6.0*	5.3	2	-0.4	2.3	-0.7	-4	1
CCOC(=O)c1ccccc1NC(=O)CSc1nnc(Cc2cccn2C)n1-c1ccc(C)cc1	-0.2	1	0.1	-1.1	1.4	-12	1.9	-1.5	-1.7	4	7
CCNC(=O)C1(C)CCCN(C(=O)c2nc3ccccc3s2)C1 (stereo not given)	-0.1	-1	0.2	.	-0.6	3	-0.5	-1.8	-1.4	-2	6
O=C(NC(c1ccccc1)c1ccccc1)c1ccc(=O)[nH]n1	-0.1	0	3.1	.	-0.3	-4	-0.7	-1.8	-0.4	6	-1
CC(C)(C)n1nc2c(c1NC(=O)COc1ccc(F)cc1)CS(=O)(=O)C2	0.5	2	1.1	0.1	-1.4	1	0.1	-0.4	-0.3	1	1
COc1ccc(OCC(O)CN(CC(O)COc2ccc(OC)cc2)c2cccc(O)c2)cc1 (stereo not given)	-0.2	6	-1.8	-0.2	-0.1	1	-0.9	-1.9	-0.6	8	-1
Cc1ccccc1CN(c1ccc(C(=O)NCc2cccnc2)cc1)S(C)(=O)=O	-1.4	0	0.1	-1.6	-0.8	1	-1.1	-2.2	-0.3	-1	-2
NC(=O)c1cc2nc(-c3ccco3)cc(C(F)(F)F)n2n1	-0.3	-96	0.7	-1.6	-2.2	5	-1.1	0.1	-1.2	-286	6
Cc1cc(SCC(=O)N(C)C2CCCCC2)nc2ccccc12	-0.7	-3	-0.4	-0.2	-2.4	3	8.6	-0.5	-0.3	7	-1
COc1ccc(NC(=S)NC(=O)CC(C)C)c(OC)c1	0.9	-2	3.4	2.3	2.2	-2	0.2	0.0	-1.4	1	1
CC(OC(=O)c1ccc2c(c1)S(=O)(=O)c1ccccc1C2=O)C(N)=O (stereo not given)	0.1	-3	-1.0	-1.5	3.5	3	-2.5	1.6	-0.7	-1	1

Three structures out of the list, ordered by count of non-hydrogen atoms, smallest number first.
SMILES	DAX1 inh-1	ADAM17 inh	GAA850 FXN act	DAX1 inh-2	hgDAF-12 ag	NPR1 activator	PG9 binder	hcDAF-12 act	ssDAF12 agonist	ADAM10 inh	SMARCA2 activ
COc1ccc(NC(=S)NC(=O)CC(C)C)c(OC)c1	0.9	-2	3.4	2.3	2.2	-2	0.2	0.0	-1.4	1	1
O=C(NC(c1ccccc1)c1ccccc1)c1ccc(=O)[nH]n1	-0.1	0	3.1	.	-0.3	-4	-0.7	-1.8	-0.4	6	-1
CC(OC(=O)c1ccc2c(c1)S(=O)(=O)c1ccccc1C2=O)C(N)=O (stereo not given)	0.1	-3	-1.0	-1.5	3.5	3	-2.5	1.6	-0.7	-1	1

(list continues)
SMILES	DAX1 inh-1	ADAM17 inh	GAA850 FXN act	DAX1 inh-2	hgDAF-12 ag	NPR1 activator	PG9 binder	hcDAF-12 act	ssDAF12 agonist	ADAM10 inh	SMARCA2 activ
CCCc1[nH]n(-c2nc3ccccc3s2)c(=O)c1C=NCC(C)C	0.2	-1	-1.7	0.3	-0.3	7	-0.1	-2.5	-1.1	4	1
O=c1ccc2cc3c4c(c2o1)CCCN4CCC3	-1.4	-460	0.4	0.0	4.1	8	-5.8	-1.4	-1.0	i	-1
Cn1nc(C(F)(F)F)c(/C=N/OCc2c(Cl)cccc2Cl)c1Cl	0.2	-1	3.7	1.3	-1.4	-3	0.9	2.8	-1.3	9	-1
CC1=C(C(=O)N2CCCCCC2)CC(CC(=O)NCc2cccc3ccccc23)C(=O)N1CCC1=CCCCC1 (stereo not given)	0.6	0	.	.	-0.8	-1	0.6	-1.6	-0.8	5	-8
O=C(NC1CCCCC1)N(Cc1cc2cc3c(cc2[nH]c1=O)OCCO3)C1CCCCC1	-0.9	-19	-2.4	4.8*	-2.6	-3	1.1	-1.8	-1.4	-47	1
COc1cc(NS(=O)(=O)c2ccc(NC(=O)c3ccc(S(=O)(=O)N4CCCC4)cc3)cc2)ncn1	1.3	1	.	.	0.3	-8	1.1	-0.4	-1.0	-3	-2
COc1ccc(OC)c(N2C(=O)c3ccccc3C2c2nnnn2-c2ccc3c(c2)OCCO3)c1 (stereo not given)	0.9	0	.	.	0.6	-2	-0.3	-0.1	-0.7	-3	1
CN(C)S(=O)(=O)c1ccc(NC(=O)CCNC(=O)c2ccc([N+](=O)[O-])cc2)cc1	0.0	0	0.8	0.1	-1.7	1	-2.0	-0.7	-1.2	6	1
COc1ccc(N2C(=O)CC(SCc3ccc(Cl)cc3)C2=O)cc1 (stereo not given)	0.1	-4	0.1	0.7	-1.5	-3	0.1	-1.6	-1.7	-4	2
Cc1ccc2ccc[n+](Cc3ccccc3)c2c1	-0.8	-30	0.0	-1.2	-3.8	0	-0.1	-2.5	-1.4	-106	-3
COc1ccc(C(=O)COC(=O)CNC(=O)c2cc(OC)cc(OC)c2)cc1	0.1	2	-1.1	-1.4	-2.9	-5	-3.7	-1.6	-1.3	5	2
